Screens as filed in PubChem.
LYPLA1 counter: LYPLA1 inhibitors, primary screen, counter-screen for PME1 inhibitor project, biochemical, fluorescence polarization, FP-Rh probe ABPP; Acyl-protein thioesterase 1 (Homo sapiens), O75608; recombinant LYPLA1; inhibition, % at 5.9 µM; hit rate 0.16% among 320,000;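 active means inhibition above the mean of all tested compounds plus 3 SD, set per campaign, cut at about 14% in these data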;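 further: inhibitors block serine hydrolase probe labeling of LYPLA1 so polarization falls; 0% = enzyme with DMSO and 100% = wells lacking LYPLA1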
Target sequence (O75608 whole entry, looked up): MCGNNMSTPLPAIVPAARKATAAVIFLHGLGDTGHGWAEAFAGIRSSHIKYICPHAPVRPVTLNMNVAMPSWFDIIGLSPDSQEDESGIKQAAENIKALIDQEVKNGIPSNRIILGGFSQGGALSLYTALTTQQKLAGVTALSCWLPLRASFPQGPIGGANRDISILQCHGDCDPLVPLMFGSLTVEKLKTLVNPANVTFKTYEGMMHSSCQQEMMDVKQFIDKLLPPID
EBNA-1 inh: EBNA-1 DNA-binding inhibitors, primary screen, biochemical, fluorescence polarization; AID 1950, 2009; inhibition, % at 14.8 µM; hit rate 0.34% among 300,000; in the data active means inhibition above about 28%
PREPL inhibitor: PREPL enzyme inhibitors, primary screen, biochemical, fluorescence polarization. Prolyl endopeptidase-like (Homo sapiens), Q4J6C6. recombinant PREPL, fluorescence polarization activity-based probe. inhibition, % at 5.96 µM. hit rate 0.68% among 320,000. AID 2751, 2010; in the data active means inhibition above about 43%;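 further: 0% = enzyme with DMSO and 100% = wells lacking enzyme; many of its hits are not listed in these tables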
GSTO1 inh: inhibitors of recombinant GSTO1, primary screen, counter-screen for RBBP9 inhibitor project, biochemical, fluorescence polarization; activity-based probe fluorescence polarization; inhibition, % at 5.96 µM; hit rate 1.1% among 300,000; AID 1974, 2009;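 active means inhibition above the campaign mean inhibition plus 3 SD, cut at about 35% in these data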;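 further: 0% = GSTO1-1 with DMSO and 100% = wells lacking GSTO1-1 enzyme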
Target sequence (P78417 whole entry, looked up): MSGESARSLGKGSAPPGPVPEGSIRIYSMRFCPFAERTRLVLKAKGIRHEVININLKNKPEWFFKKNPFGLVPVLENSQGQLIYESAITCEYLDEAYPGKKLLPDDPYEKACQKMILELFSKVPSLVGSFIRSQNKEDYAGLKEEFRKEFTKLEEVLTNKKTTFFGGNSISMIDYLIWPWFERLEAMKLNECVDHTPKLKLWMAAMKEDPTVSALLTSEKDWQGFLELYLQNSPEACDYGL
ZTA counter: ZTA (EBV) inhibition in EBNA-1 counter-screen | P03206 | ZTA-DNA binding, fluorescence polarization | inhibition, % at 11 µM | hit rate 0.15% among 320,000; in the data active means inhibition above about 33%
Target sequence (P03206 whole entry, looked up): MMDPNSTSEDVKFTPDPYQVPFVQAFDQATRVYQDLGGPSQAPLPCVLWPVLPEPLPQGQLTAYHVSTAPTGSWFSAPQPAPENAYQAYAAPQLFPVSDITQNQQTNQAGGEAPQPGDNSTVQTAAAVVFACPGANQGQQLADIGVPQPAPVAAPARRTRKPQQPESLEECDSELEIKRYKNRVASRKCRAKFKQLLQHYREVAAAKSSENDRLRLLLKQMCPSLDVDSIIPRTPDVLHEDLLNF
PAD4 inh: human PAD4 inhibitors, primary screen, biochemical, fluorescence polarization, 1536-well format; recombinant PAD4, RCA probe fluorescence polarization; inhibition, % at 6.36 µM; AID 485272, 2010; Protein-arginine deiminase type-4 (Homo sapiens), Q9UM07; hit rate 0.41% among 330,000;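 active means percent inhibition above a cutoff equal to the mean of all tested compounds plus 3 SD, cut at about 15% in these data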;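 further: 0% = PAD4 with RCA probe and DMSO and 100% = probe without PAD4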
LYPLA2 inh: LYPLA2 inhibitors, primary screen, counter-screen for PME1 inhibitor project, biochemical, fluorescence polarization, FP-Rh probe ABPP. Acyl-protein thioesterase 2 (Homo sapiens), O95372. recombinant LYPLA2. inhibition, % at 5.9 µM. hit rate 0.38% among 320,000. AID 2177, 2009;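 active means inhibition above the screen-wide mean plus 3 SD, limit set per campaign, cut at about 26% in these data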;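 further: 0% = LYPLA2 with DMSO and 100% = wells lacking LYPLA2 enzyme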
PAFAH1B3 inh: PAFAH1B3 enzyme inhibitors, primary screen, biochemical, fluorescence polarization, human | Platelet-activating factor acetylhydrolase IB subunit alpha1 (Homo sapiens), Q15102 | hit rate 0.28% among 340,000 | inhibition, % at 3.39 µM | recombinant PAFAH1B3, FP-rhodamine probe | AID 492972, 2010;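 active means inhibition above the screen-wide average of all tested compounds plus 3 SD, cut at about 25% in these data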;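 further: 0% = enzyme with DMSO only and 100% = wells lacking PAFAH1B3 protein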
Target sequence (Q15102 whole entry, looked up): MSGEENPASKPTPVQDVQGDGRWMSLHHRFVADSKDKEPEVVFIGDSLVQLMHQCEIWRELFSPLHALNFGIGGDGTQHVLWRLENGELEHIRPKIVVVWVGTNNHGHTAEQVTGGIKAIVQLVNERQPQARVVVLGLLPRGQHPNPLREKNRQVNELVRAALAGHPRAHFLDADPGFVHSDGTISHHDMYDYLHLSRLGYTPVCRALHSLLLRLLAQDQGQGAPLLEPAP
PAFAH2 FP inh: PAFAH2 enzyme inhibitors, primary screen, biochemical, fluorescence polarization, human. hit rate 0.99% among 340,000. Platelet-activating factor acetylhydrolase 2, cytoplasmic (Homo sapiens), Q99487. recombinant PAFAH2, FP-rhodamine activity probe. inhibition, % at 3.39 µM;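 active means inhibition above the mean over all tested compounds plus 3 SD, cut at about 30% in these data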;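 further: inhibitors block probe labeling of enzyme so polarization drops; 0% = enzyme with DMSO and 100% = wells lacking PAFAH2 protein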
Starred values were filed as active, the others as inactive; · = not tested or not shown. An excerpt; the hit share may differ from the screen's.

SMILES	LYPLA1 counter	EBNA-1 inh	PREPL inhibitor	GSTO1 inh	ZTA counter	PAD4 inh	LYPLA2 inh	PAFAH1B3 inh	PAFAH2 FP inh
C=C1C2[C@H](OC(C)=O)[C@@H]3CC(=O)[C@]4(C)OC[C@@]3(C)[C@@]4(O)[C@@H](OC(C)=O)[C@H](OC(C)=O)[C@@]2(COC(=O)c2ccccc2)[C@@H](OC(C)=O)C[C@@H]1O (some centres not stated)	1	6	8	-3	-4	4	5	15	0
CC1=CC(=C2C(=O)NC(=S)NC2=O)C=C(C(F)(F)F)N1C	-2	8	2	6	11	-1	-11	3	7
COc1cccc(OCC(=O)N2CCN(C)CC2)c1	-1	-1	6	-4	10	1	1	1	-5
CC(=O)c1ccc(NC(=O)N2C[C@H]3C[C@@H](C2)c2cccc(=O)n2C3)cc1	7	12	1	4	4	-2	9	8	-1
CCOCCCNC(=O)C1c2cc(OC)c(OC)cc2C(=O)N2CCCCC12 (configuration not stated)	-3	8	4	0	6	0	-7	9	-3
C=C1C(=O)O[C@H]2[C@H]1[C@H](OC(=O)CC(=O)O[C@@H]1C[C@@H](C)[C@@H]3C=CC(=O)[C@@]3(C)[C@H]3OC(=O)C(=C)[C@H]13)C[C@@H](C)[C@H]1C=CC(=O)[C@]12C	-3	3	6	7	8	-5	0	7	6
COC(=O)C1=C(c2cc3ccccc3s2)C[C@@H]2CC[C@H]1N2C(=O)NCCNC(C)=O	0	5	-1	3	11	1	0	1	-1
CCC(=O)OC1(c2ccccc2)CCN(C)CC1C (configuration not stated)	2	-14	-3	-1	-16	-9	2	·	·
CN1CCN(C(=O)OC2c3nccnc3C(=O)N2c2ccc(Cl)cn2)CC1 (configuration not stated)	1	9	6	2	8	0	5	·	·
COC(=O)C1=C(c2ccc(F)cc2OCc2ccccc2)C[C@@H]2CC[C@H]1N2C(=O)NCc1ccc([N+](=O)[O-])cc1	0	·	20	·	-14	2	-1	6	2
O=C(Cc1ccccc1)N1CCN(C2CCCC2)CC1	2	6	7	-5	-1	2	7	2	1
CCOC(=O)C1=C(N)Oc2cc(C)oc(=O)c2C12C(=O)N1c3c(cc(OC)cc32)C(C)=CC1(C)C (configuration not stated)	2	-1	7	-1	2	-3	4	3	-3
CN1CCN(C(=O)COc2ccc(N(C)S(=O)(=O)c3ccc(F)cc3)cc2)CC1	-2	0	-3	9	15	6	0	5	-1
Cc1cccc(-n2c(O)c(/C=N/NC(=O)c3ccncc3)c(=O)[nH]c2=O)c1	-1	4	0	14	9	1	-1	·	·
COc1ccc(CCNCc2ccc(C)s2)cc1OC	1	-7	14	-1	1	-6	6	-1	-17
O=C1NC(=O)N(CCC2=CCCCC2)C(=O)/C1=C\c1cccs1	-7	13	-4	4	-2	-14	-4	6	55*
CC1=CC(=O)C2=C(C)CC(O)C3C(C)C(=O)OC3C12 (configuration not stated)	4	-1	4	4	-1	-4	10	11	-9
C1=NCCc2c1[nH]c1ccccc21	1	-6	22	10	1	-2	-8	15	-1
C=C[C@@]12CN(C)[C@H]3[C@H]1[C@@]1(C(=O)Nc4ccccc41)C1CC2[C@@H]3CO1	5	8	-5	4	-1	-3	8	5	11
CN1C(=O)C(=Cc2ccc(N3CCOCC3)o2)C(=O)N(C)C1=S	-5	0	-1	-5	5	0	-1	-9	-20
Cc1cc(OC(=O)N(C)C)nc(SCc2c(Cl)cccc2Cl)n1	-5	-7	-3	10	-3	-10	-2	0	3
CC(C)Sc1nnc(OC(=O)N(C)C)n1-c1ccccc1	2	-12	9	-2	-21	-3	-1	4	3
CCN(CC)C(=O)c1ccc(NC(=O)COc2ccc([N+](=O)[O-])cc2Cl)cc1	0	-13	-66	-1	-9	0	1	10	-4
CCN1CCN(C(=O)Cc2c(C)n(C(=O)c3ccc(Cl)cc3)c3ccc(OC)cc23)CC1	0	-7	8	-2	11	2	3	2	5
CCN(CC)c1ccc(N=Cc2c(O)n(Cc3ccco3)c(=O)[nH]c2=O)cc1	1	-7	20	28	37*	16*	0	7	10
O=C(c1ccco1)c1cn(Cc2ccccc2)c2ccccc12	-8	-3	-7	1	-9	-3	-4	-2	3
CC(C)c1ccc(N2C(=O)CC(=O)NC2=O)cc1	-1	-4	18	-2	6	-7	-3	-1	0
NP(=O)(OCC(F)(F)F)Oc1ccccc1 (configuration not stated)	-4	-18	-9	0	5	-11	-2	-1	3
Cc1cc(C)cc(OCCOc2cccc(C=C3C(=O)NC(=O)NC3=O)c2)c1	-3	3	-3	4	-10	-9	1	8	-3
Cc1ccccc1-n1c(O)c(C=Nc2ccc3c(c2)OCO3)c(=O)[nH]c1=O	-4	2	8	-6	-5	0	3	2	2
COc1nc2ccccc2c(=O)n1-c1ccc(C)cc1	2	0	5	8	2	2	-3	3	0
CCN(CC)CCNC(=O)c1c(O)c2ccccc2n(Cc2ccccc2)c1=O	1	-8	14	9	-11	-2	7	4	9
CC(ON1CC1(C(F)(F)F)C(F)(F)F)(C(N)=O)C(N)=O (configuration not stated)	3	6	2	3	12	3	4	9	-6
CCCc1cc(=O)oc2cc(OCC(=O)N3CCC(C(=O)O)(c4ccccc4)CC3)ccc12	-2	0	3	-5	3	0	5	8	4
CCOC(=O)COc1ccc2c(c1)c(C(C)=O)c(C)n2Cc1ccccc1	4	-3	16	2	-5	5	6	6	3
O=C1NC(=O)C(CCc2ccccn2)(Cc2cccc(Cl)c2Cl)C(=O)N1c1ccc(Br)cc1 (configuration not stated)	-3	-10	-17	-6	-10	-2	1	0	12
CN1C(=O)C(=Cc2cccnc2)C(=O)N(C)C1=O	2	5	3	1	5	-3	-7	7	4
C[C@]12CC[C@H](O)C[C@@H]1CC[C@@H]1[C@@H]2CC[C@]2(C)[C@@H](C(=O)O)C[C@@H]12	-3	2	3	-2	11	-2	1	1	-2
O=C(C1CC(c2ccccc2O)=NO1)N1CCC2(CC1)OCCO2 (configuration not stated)	2	1	21	7	-2	-1	6	3	16
COCc1cc(C2SCC(=O)Nc3c2c(=O)[nH]n3C(C)C)ccc1OC (configuration not stated)	1	3	7	-1	4	4	1	3	-3
O=c1c2ccccc2nc(/C=C/c2ccccc2)n1-c1ccc(O)cc1	-5	17	-11	-12	-10	1	-2	-3	-1
COc1ccc(-n2c(O)c(C=NCCCn3ccnc3)c(=O)[nH]c2=O)cc1	-1	9	18	1	4	5	-5	8	3
CC(N)C(=O)OC(C)(C)Cc1ccc(Cl)cc1 (configuration not stated)	0	-1	-76	2	8	-2	-3	7	-5
Cc1cc(OCC(=O)N2CCC(C(=O)O)(c3ccccc3)CC2)c2c(C)cc(=O)oc2c1	0	-4	18	-6	-16	4	3	8	7
COc1ccc(-n2c(O)c(C=Nc3c(C)n(C)n(-c4ccccc4)c3=O)c(=O)[nH]c2=O)cc1	-1	-9	14	-2	-12	-4	-1	2	0
O=C1CC(=O)N(c2ccc3c(c2)OCO3)C(=O)N1	2	4	13	20	2	3	2	8	5
O=C(Nc1cccc(Cl)c1)OC1CN2CCC1CC2 (configuration not stated)	-32	9	-3	-25	3	0	-76	-17	-27
CC(C)=CCc1c(O)cc2c(c1O)C(=O)CC(c1ccc(O)cc1)O2 (configuration not stated)	-10	4	-2	-11	8	0	-9	4	-4
OC(Cc1ccccc1)(c1ccccc1)C1CN2CCC1CC2 (configuration not stated)	-2	-5	-12	4	-3	-3	-7	1	-6
CCOc1cc(C2NCc3ccccc3-n3cccc32)ccc1OC (configuration not stated)	3	4	-83	1	14	3	5	7	5
Next section:
SMILES	LYPLA1 counter	EBNA-1 inh	PREPL inhibitor	GSTO1 inh	ZTA counter	PAD4 inh	LYPLA2 inh	PAFAH1B3 inh	PAFAH2 FP inh
Cc1c(CC(=O)N2C[C@H]3C[C@@H](C2)c2cccc(=O)n2C3)c(=O)oc2cc(O)c(Cl)cc12	-3	-15	-5	9	-7	4	0	2	-2
CC(C)NC(C)C(=O)c1ccc2ccccc2c1 (configuration not stated)	-2	-5	4	2	5	1	-5	9	-1
O=C(CCc1nc(-c2ccccc2F)no1)N1CCC2(CC1)OCCO2	5	-5	9	-5	-25	-10	1	3	-9
O=c1c2ccccc2nc(-c2ccccc2F)n1-c1ccccc1	2	-1	-1	4	-6	-3	-1	-5	-7
Cc1nn(Cc2ccccc2)c(Cl)c1C(=O)Nc1ccc(OC(F)(F)F)cc1	-3	4	0	2	-4	3	-4	12	-6
NC(Cc1ccccc1)c1nc(-c2ccccc2)no1 (configuration not stated)	1	9	-5	6	3	-7	4	-2	1
CCCNC(=O)N1[C@H]2CC[C@@H]1C(C(=O)OC)=C(c1cccc(Cl)c1)C2	-1	·	3	·	-2	-3	-1	3	0
CCN(CC)C(=O)c1ccc(NC(=O)COC(=O)c2ccc(Cl)s2)cc1	2	·	-16	·	1	1	9	6	7
Cc1nc2ccccc2c(=O)n1-c1ccccn1	-1	3	4	11	-7	1	4	-4	7
O=C(C(Cc1ccccc1)NS(=O)(=O)c1cccc2nsnc12)N1CCC2(CC1)OCCO2 (configuration not stated)	3	12	3	2	11	-1	4	-1	3

Results in PAFAH1B3 inh and ZTA counter (2 entries from above):
Molecule,PAFAH1B3 inh,ZTA counter
NC(Cc1ccccc1)c1nc(-c2ccccc2)no1 (configuration not stated),-2,3
O=c1c2ccccc2nc(-c2ccccc2F)n1-c1ccccc1,-5,-6

The list goes on:
SMILES	LYPLA1 counter	EBNA-1 inh	PREPL inhibitor	GSTO1 inh	ZTA counter	PAD4 inh	LYPLA2 inh	PAFAH1B3 inh	PAFAH2 FP inh
c1ccc2sc(NC3=NCCN3)nc2c1	1	5	4	5	9	-3	8	4	-2
COc1ccc2c(c1)c(C(=O)O)c(C)n2CC(C)C	0	-2	-5	2	-26	0	3	5	6
O=C(NC(=C(Cl)Cl)P(=O)(c1ccccc1)c1ccccc1)c1ccccc1	-2	-3	-1	2	9	-1	0	2	-2
CCCCCn1c(=O)c(C(=O)Nc2cnccn2)c(O)c2ccccc21	2	10	-6	2	-4	-2	6	8	3
CNC(C(=O)c1ccccc1)C(OC(C)C)c1ccc(Cl)cc1 (configuration not stated)	0	5	10	6	-6	-2	7	2	-2
CC12CC[C@H]3[C@@H](CCC4(O)C[C@H](O)CCC34/C=N/NC(=O)Cc3ccccc3)C1(O)CCC2C1=CC(=O)OC1 (some centres not stated)	1	2	0	2	-7	3	-3	-2	-4
C=CCN1C(=O)NC(=O)/C(=C/c2cc3c4c(c2)CCCN4CCC3)C1=O	2	-1	8	20	-6	-5	3	-1	5
Cc1nc2cc([N+](=O)[O-])ccc2c(=O)n1-c1cccc(Br)c1	4	14	9	-1	17	0	7	8	-1
CC(C)c1cccc(C(C)C)c1OCCn1ccnc1	-4	-3	2	9	3	-4	-6	11	-3
Cc1c(C=O)c2ccccc2n1Cc1ccc([N+](=O)[O-])cc1	1	4	4	-6	-9	0	-7	-5	-4
CCC(=Nc1ccccc1N)c1c(O)[nH]c(=O)[nH]c1=O	4	5	-3	12	-4	-7	-1	-2	4
COc1ccc(Cn2c(O)c(C=NCCCn3ccnc3)c(=O)[nH]c2=O)cc1	2	0	17	13	6	0	-1	8	-7
COc1ccc(-n2c(=O)[nH]c3ccccc3c2=O)cc1	-2	-10	13	16	-7	3	2	6	-3
CCOc1ccc(-n2c(O)c(C=NCCN(CC)CC)c(=O)[nH]c2=O)cc1	3	11	4	-6	-6	4	4	0	-3
